Assay outcomes deposited in PubChem BioAssay by National Center for Advancing Translational Sciences (NCATS).
TGFb SMAD3 inh – inhibitors of TGF-b signaling; HepG2 CAGA-GFP TGF-b/SMAD3 reporter, GFP fluorescence, 18 h; TGF-beta stimulated, 500 pg/mL final; Potency, µM (highest dose often 46.1 µM), for the others: at the top dose activity, negative = inhibition, most hits filed as inhibitors; actives 1.2% (n = 410,000); further: on the % scale 0 is the no-effect control and ±100 the full control effect; nearly all actives have a fitted effect of over 65% in size
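Using HEPG2 CAGA-GFP reporter cells at 1000 cells/well, we pinned test compounds, stimulated with recombinant TGF-beta (500 pg/mL final) and measured total well GFP after 18 h.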
ATXN viability – cell viability loss in ATXN counter-screen | S2 cells (HEK-293 line with an ATXN2-luciferase reporter) viability, CellTiter-Fluor protease fluorescence, 24 h | Potency, µM (top dose mostly 56.7 µM), most hits filed as cytotoxic | actives 0.49% (n = 400,000) | AID 651635; further: nearly all actives have a fitted effect of over 40% in size
HepG2 viability – kills HepG2 cells in TGF-b inhibitor counter-screen. HepG2 CAGA-GFP viability, ATP luminescence, 18 h. actives 0.76% (n = 410,000). Potency, µM (highest dose often 46.1 µM), for inactives: at the top dose activity change, negative = cytotoxicity, actives largely listed as cytotoxic. AID 588856; further: some results filed as inactive show a strong effect at the top dose
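HepG2 CAGA-GFP cells (1000/well, DMEM with 1% FBS) received compound, then TGF-beta at 500 pg/mL final, and were incubated 18 hours at 37 degrees C. Viability was read by CellTiter-Glo luminescence. Media-only wells were set as complete cell-killing and DMSO as no toxicity.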
Nrf2 activator – activates Nrf2 signaling. AREc32 ARE-luciferase reporter (MCF7-derived line), luminescence, 24 h. actives 0.31% (n = 410,000). Potency, µM (doses to about 46.1 µM), for inactives: at the highest dose activation, actives largely listed as activators. AID 624171; further: % of control where 0% means no effect; nearly all actives have a fitted effect of over 65% in size
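Reporter line AREc32 (ARE-Fluc), seeded overnight in OPTI-MEM with 5% FBS; compound pin-transferred, 24 hr at 37 deg C, 5% CO2; luminescent read-out.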
MCF10A rereplic – inducers of DNA re-replication in MCF 10A breast cells; MCF 10A DNA re-replication, Hoechst nuclear intensity, 48 h; Potency, µM (top dose mostly 46.1 µM), inactives show top-dose activity, positive = re-replication, most hits filed as activators; actives 2.9% (n = 350,000); AID 624296; further: % of control where 0% means no effect; nearly all actives have a fitted effect of over 50% in size
EPAC2 antagonist – antagonists of human EPAC2. Potency, µM (highest dose often 114 µM), without a hit: at the highest dose activity, negative = inhibition, actives largely listed as inhibitors. Q8WZA2. EPAC2 GEF exchange of Rap1B-BODIPY-GDP, fluorescence. actives 0.18% (n = 360,000); further: on the % scale 0 is the no-effect control and ±100 the full control effect; nearly all actives have a fitted effect of over 45% in size; many of its hits are not listed in these tables
Target sequence (Q8WZA2 whole entry, looked up): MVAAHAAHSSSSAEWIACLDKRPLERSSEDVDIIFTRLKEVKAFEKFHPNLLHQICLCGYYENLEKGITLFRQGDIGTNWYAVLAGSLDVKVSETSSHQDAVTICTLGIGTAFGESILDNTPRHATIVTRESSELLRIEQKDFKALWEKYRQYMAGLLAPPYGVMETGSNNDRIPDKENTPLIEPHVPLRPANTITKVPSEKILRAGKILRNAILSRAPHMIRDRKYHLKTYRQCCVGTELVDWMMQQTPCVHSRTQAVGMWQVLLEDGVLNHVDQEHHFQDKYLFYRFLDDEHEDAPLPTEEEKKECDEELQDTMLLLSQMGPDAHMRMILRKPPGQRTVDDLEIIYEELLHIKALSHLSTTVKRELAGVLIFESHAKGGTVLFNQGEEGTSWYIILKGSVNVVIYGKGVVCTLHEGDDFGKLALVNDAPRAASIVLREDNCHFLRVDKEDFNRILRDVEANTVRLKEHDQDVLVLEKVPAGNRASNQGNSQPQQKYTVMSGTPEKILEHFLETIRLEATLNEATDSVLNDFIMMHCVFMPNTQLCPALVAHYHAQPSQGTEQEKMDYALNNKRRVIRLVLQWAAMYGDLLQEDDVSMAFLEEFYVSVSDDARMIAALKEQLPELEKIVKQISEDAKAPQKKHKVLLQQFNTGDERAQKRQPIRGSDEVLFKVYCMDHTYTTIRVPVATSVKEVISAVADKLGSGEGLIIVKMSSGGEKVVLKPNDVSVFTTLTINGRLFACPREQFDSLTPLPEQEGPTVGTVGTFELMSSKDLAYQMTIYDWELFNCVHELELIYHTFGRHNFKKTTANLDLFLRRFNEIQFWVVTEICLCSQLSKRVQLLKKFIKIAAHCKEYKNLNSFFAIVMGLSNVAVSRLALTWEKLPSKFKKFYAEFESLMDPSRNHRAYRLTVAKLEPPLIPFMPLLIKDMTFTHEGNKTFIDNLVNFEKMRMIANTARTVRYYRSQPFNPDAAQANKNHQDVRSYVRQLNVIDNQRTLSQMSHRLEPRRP
A549 tox – A549 cytotoxicity, counter-screen for Nrf2 inhibitors | A549 ARE-Fluc cells, CellTiter-Fluor viability, 18-24 h | Potency, µM (series often up to 46 µM), for inactives: at the highest dose activity change, negative = cytotoxicity, most hits filed as inhibitors | actives 0.16% (n = 390,000) | AID 504648; further: on the % scale 0 is the no-effect control and ±100 the full control effect
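Cytotoxicity counterscreen: CellTiter-Fluor fluorescence was measured in A549 ARE_Fluc cells after 18-24 h of compound exposure in a concentration series. The subsequent BugLite luminescent read reports ARE-luciferase activity.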
ATXN2 expr inh – inhibitors of ATXN2 expression. AID 1745845. actives 0.72% (n = 360,000). HEK-293 ATXN2-luciferase reporter, luminescence, 24 h. Potency, µM (top dose mostly 57 µM), without a hit: at the highest dose activity change, negative = inhibition, usual class: inhibitors; further: on the % scale 0 is the no-effect control and ±100 the full control effect; nearly all actives have a fitted effect of over 55% in size
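qHTS (up to 57 uM final) was run with 24 h compound exposure of reporter cells at 37 °C. Each well was multiplexed: SteadyGlo luminescence measured ATXN2-luciferase expression after a fluorogenic Gly-Phe-AFC viability readout (25 uM final).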
Nrf2 block – Nrf2 pathway inhibition | A549 ARE-Fluc reporter, luciferase luminescence, 18-24 h | Potency, µM (doses to about 46 µM), for the others: at the highest dose activity change, negative = inhibition, hits mostly inhibitors | actives 2.1% (n = 360,000) | AID 504444; further: on the % scale 0 is the no-effect control and ±100 the full control effect; nearly all actives have a fitted effect of over 60% in size
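Quantitative HTS in A549 cells stably bearing an antioxidant response element-firefly luciferase construct. Inhibition of Nrf2-driven transcription was scored by luminescence after 18-24 h of compound exposure at 37 °C.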
Starred values were filed as active, the others as inactive; i = inactive; ? = inconclusive; . = no result given; & = joins results of further samples; ! = a repeat was not active. The call rests on the fitted dose curve; in most records, active means well fitted curve in the direction sought with a large enough effect; inconclusive means small, poorly fitted or top-dose-only effect, or another doubt; inactive means no such curve, though single readings can be large; an effect the other way counts as inactive or inconclusive. Potency means the concentration at half of the fitted maximal effect. Only part of the results is shown; count on the stated rates, not on these rows.

SMILES	TGFb SMAD3 inh	ATXN viability	HepG2 viability	Nrf2 activator	MCF10A rereplic	EPAC2 antagonist	A549 tox	ATXN2 expr inh	Nrf2 block
CC(=O)Nc1cccc(NC(=O)CS(=O)(=O)c2cn(CC(=O)N3CCCC3)c3ccccc23)c1	1.7%	i	8.2%	1.4%	1.7%	13.4%	-4.4%	7.7%	-19.1%
CCC(=O)N1CCc2cc(CNS(=O)(=O)c3cc(Cl)ccc3OC)ccc21	-7.0%	.	0.2%	0.2%	.	.	-1.6%	.	.
O=C(Nc1ccc(Cl)c(C(F)(F)F)c1)C(Cc1ccccc1)NS(=O)(=O)c1ccc(Br)s1 (centres undefined)	-5.6%	i	-11.6%	-1.1%	.	.	1.3%	-9.1%	13.2%
CC(=O)NC1(C(F)(F)F)C(=O)NC(C)=C1C#N (centres undefined)	-6.6%	i	-1.5%	-0.1%	-9.0%	-3.5%	6.8%	-0.6%	11.6%
CN(CC(=O)Nc1cccc(F)c1)C(=O)c1cccc2ccccc12	-0.3%	i	-6.7%	-0.3%	11.6%	-5.4%	4.5%	-1.1%	-13.7%
O=C(CSC1CC(=O)N(CCc2ccccc2)C1=O)Nc1cccc(Cl)c1 (centres undefined)	0.1%	i	-3.1%	0.3%	-1.3%	-3.1%	4.2%	6.2%	4.3%
O=C(COc1ccccc1F)Nc1c(C(=O)Nc2cccc(F)c2)oc2ccccc12	-1.5%	i	1.1%	3.9%	.	.	1.1%	0.1%	0.4%
COc1ccc(NC(=O)c2cc3ccccn3n2)cc1	-5.5%	i	-21.8%	-0.5%	9.9%	6.9%	10.7%	-17.3%	-13.3%
CC1=CC(=O)[C@@H](OC(=O)Nc2ccc(C)cc2)[C@@H](c2ccccc2Br)N1C	20.2%	i	2.8%	-0.9%	?	-5.9%	9.8%	-3.5%	2.4%
CN(C)CCCn1c2c3ccccc3ccc2c2oc(=O)c3ccccc3c21	8.91µM*	?	10µM*!	?	3.66µM*	22.8%	-9.1%	?	?
Cc1ccc(C(=O)Nc2ccccc2C(=O)NCc2ccco2)cc1	-17.8%	i	0.4%	17.5%	16.1%	-7.9%	7.9%	-0.8%	8.3%
COc1ccc(OC(C)C(=O)NC2CCCCCCC2)cc1 (centres undefined)	-4.5%	i	-13.1%	0.1%	-14.2%	?	12.4%	-7.0%	-17.4%

In a second layout: 9 of the compounds above
Results follow in this order: TGFb SMAD3 inh | ATXN viability | HepG2 viability | Nrf2 activator | MCF10A rereplic | EPAC2 antagonist | A549 tox | ATXN2 expr inh | Nrf2 block
- CC(=O)Nc1cccc(NC(=O)CS(=O)(=O)c2cn(CC(=O)N3CCCC3)c3ccccc23)c1
 : 1.7% | i | 8.2% | 1.4% | 1.7% | 13.4% | -4.4% | 7.7% | -19.1%
- CCC(=O)N1CCc2cc(CNS(=O)(=O)c3cc(Cl)ccc3OC)ccc21
 : -7.0% | . | 0.2% | 0.2% | . | . | -1.6% | . | .
- O=C(Nc1ccc(Cl)c(C(F)(F)F)c1)C(Cc1ccccc1)NS(=O)(=O)c1ccc(Br)s1 (centres undefined)
 : -5.6% | i | -11.6% | -1.1% | . | . | 1.3% | -9.1% | 13.2%
- CC(=O)NC1(C(F)(F)F)C(=O)NC(C)=C1C#N (centres undefined)
 : -6.6% | i | -1.5% | -0.1% | -9.0% | -3.5% | 6.8% | -0.6% | 11.6%
- CN(CC(=O)Nc1cccc(F)c1)C(=O)c1cccc2ccccc12
 : -0.3% | i | -6.7% | -0.3% | 11.6% | -5.4% | 4.5% | -1.1% | -13.7%
- O=C(CSC1CC(=O)N(CCc2ccccc2)C1=O)Nc1cccc(Cl)c1 (centres undefined)
 : 0.1% | i | -3.1% | 0.3% | -1.3% | -3.1% | 4.2% | 6.2% | 4.3%
- O=C(COc1ccccc1F)Nc1c(C(=O)Nc2cccc(F)c2)oc2ccccc12
 : -1.5% | i | 1.1% | 3.9% | . | . | 1.1% | 0.1% | 0.4%
- COc1ccc(NC(=O)c2cc3ccccn3n2)cc1
 : -5.5% | i | -21.8% | -0.5% | 9.9% | 6.9% | 10.7% | -17.3% | -13.3%
- CC1=CC(=O)[C@@H](OC(=O)Nc2ccc(C)cc2)[C@@H](c2ccccc2Br)N1C
 : 20.2% | i | 2.8% | -0.9% | ? | -5.9% | 9.8% | -3.5% | 2.4%

Other structures
SMILES	TGFb SMAD3 inh	ATXN viability	HepG2 viability	Nrf2 activator	MCF10A rereplic	EPAC2 antagonist	A549 tox	ATXN2 expr inh	Nrf2 block
CCOC(=O)C(C(=O)NCc1ccc(F)cc1)c1ncc(C(F)(F)F)cc1Cl (centres undefined)	-2.3%	i	-43.8%	-0.7%	-10.8%	-2.5%	-0.9%	-10.7%	?
CCN(CC)S(=O)(=O)c1cc([N+](=O)[O-])ccc1NNC(=O)Nc1ccc(F)cc1	?	.	-29.7%	2.1%	23.1µM*	-23.6%	?	.	?
CCCS(=O)(=O)N1CCCC(C(=O)N2CCC(Cc3ccccc3)CC2)C1 (centres undefined)	-0.3%	i	1.5%	-1.0%	2.4%	7.7%	3.3%	-16.7%	-19.5%
COC(=O)C1CCN(S(=O)(=O)CCNC(=O)c2ccccc2)CC1	8.7%	i	15.3%	-0.5%	.	6.8%	.	.	.
Cc1ccc2c(=O)cc(C(=O)Nc3sc4c(c3C(=O)NCc3ccco3)CCCC4)oc2c1C	-26.0%	i	0.6%	-0.2%	.	.	3.4%	-2.8%	10.0%
COC(=O)c1ccc(C)cc1	-7.8%	i	-1.1%	-0.5%	-3.2%	-10.4%	15.8%	-2.5%	-24.5%
CC1CCCCN1CCNC(=O)C1CCCN(c2ncnc3c2nc2n3CCCCC2)C1 (centres undefined)	-5.1%	i	-17.4%	0.0%	2.9%	-0.8%	-2.5%	-6.4%	11.7%
Nc1nonc1-c1nc2ccccc2[nH]1	17.2%	i	-15.3%	0.2%	3.0%	11.5%	-2.9%	3.1%	-3.7%
Cc1cc(C)n(CC(=O)n2c3c(c4ccccc42)CCCC3)n1	-15.7%	i	-2.1%	0.1%	1.1%	-5.8%	-12.4%	-10.3%	-19.4%
CCOC(=O)c1ccccc1NC(=O)CSc1nncn1C	0.1%	i	-7.8%	-0.6%	-0.6%	-7.8%	-2.2%	-25.7%	-5.2%
COc1ccc(S(=O)(=O)N2CCN(Cc3cc4c(cc3Br)OCCO4)CC2)cc1	0.0%	i	-13.5%	0.0%	24.1%	-2.9%	15.4%	-3.9%	?
CC(=O)C1=C(O)C(=O)N(c2ccccn2)C1c1ccc(C)cc1 (centres undefined)	-2.8%	i	4.9%	-0.9%	-3.4%	2.0%	2.2%	3.0%	-1.1%
Cc1cc(C)cc(NC(=O)CN(C)S(=O)(=O)c2ccc3c(c2)CCC(=O)N3)c1	-7.0%	i	6.7%	-0.4%	.	.	-8.6%	-3.8%	14.6%
COC(=O)c1ccccc1NC(=O)c1cc2cc(C)ccc2n1C	1.5%	i	4.3%	-1.1%	.	.	3.0%	13.4%	16.0%
O=S(=O)(c1ccccc1)n1ccc2cccnc21	8.0%	i	0.0%	0.0%	-2.7%	17.3%	7.2%	-14.6%	.
COc1ccccc1-n1c(=O)[nH]c2c(C(N)=O)nc(-c3cccnc3)nc21	23.7%	i	-3.4%	-0.4%	12.7%	3.9%	13.7%	-20.0%	-27.0%
Cc1ccc(C(=O)c2coc3ccc(O)c(CN4CCN(C)CC4)c23)cc1	?	?	-31.4%	3.8%	?	12.0%	?	-19.5%	-4.7%
COc1ccc(CCNC(=O)CCc2c(C)c3ccc(O)c(C)c3oc2=O)cc1	-1.9%	i	-27.4%	3.6%	.	.	15.4%	-5.4%	3.7%
CCOc1ccc(NC(=O)c2ccc3c(c2)OCCO3)cc1S(=O)(=O)N(CC)CC	-0.8%	i	-12.5%	3.9%	11.1%	-10.8%	-10.6%	.	?
O=C(OC1CCCCC1=O)c1cccc(S(=O)(=O)NCc2ccccc2)c1 (centres undefined)	-8.9%	i	-18.0%	5.3%	3.1%	-0.3%	-9.5%	-8.7%	?
O=[N+]([O-])c1cc(S(=O)(=O)N2CCCC2)ccc1OCCOc1ccccc1	-12.0%	i	-3.9%	0.5%	?	0.7%	-8.9%	-16.1%	?
O=C1CC(c2ccccc2)CC(O)=C1C=NC1CCCCCC1 (centres undefined)	-0.5%	i	-9.1%	0.0%	-6.6%	-0.5%	-2.7%	6.7%	-7.3%
O=C1[C@@H]2Cc3c([nH]c4ccccc34)C(c3ccc(Cl)cc3)N2C(=O)CN1CCO (some centres undefined)	-7.3%	i	1.3%	0.1%	-15.0%	-5.3%	1.3%	.	7.6%
COCCCNC(=O)Cc1ccccc1OC	12.9%	i	1.4%	-0.5%	0.4%	3.3%	-2.9%	3.4%	-7.4%
C/C(=C\c1cccc(Cl)c1Cl)C(=O)c1c(C)cc(C)[nH]c1=O	4.2%	?	-35.1%	?	11.9%	0.6%	0.0%	.	?
O=S(=O)(NCc1ccccc1)c1ccccc1Br	?	i	-1.2%&-1.9%	0.0%	1.7%	-11.0%	1.3%&3.4%	5.7%	-3.5%&0.5%
COc1ccc(NC(=O)c2ccc(CNS(=O)(=O)c3ccc4c(c3)C(C)(C)C(=O)N4C)cc2)cc1	-16.4%	.	-20.8%	2.4%	.	.	-0.9%	.	-10.0%
[N-]=[N+]=CC(=O)CNC(=O)[C@@H](Cc1ccccc1)N1C(=O)c2ccccc2C1=O	15.9%	.	1.8%	-0.3%	1.7%	9.7%	13µM*	-27.2%	.
CC1=NC(C)Cc2ccccc21 (centres undefined)	-37.3%	i	3.1%	0.7%	-0.6%	0.0%	-0.2%	-2.5%	.
CCc1nc2ccccc2c(C(=O)OCC(=O)N(CCOC)c2c(N)n(Cc3ccccc3)c(=O)[nH]c2=O)c1C	?	i	-20.0%	-0.6%	2.2%	1.7%	-2.7%	-18.9%	-13.2%
C=C(C)C(=O)Nc1cccc(C2=NOC3(C2)C[C@@H](C(N)=O)N(C(=O)/C=C/CC)C3)c1 (some centres undefined)	-10.2%	i	0.3%	0.5%	-3.9%	14.6%	-3.9%	-7.0%	-3.3%
COc1ccc(C)cc1N(C(=O)c1snc(C(N)=O)c1N)C(C(=O)NC1CCCC1)c1ccc(F)cc1 (centres undefined)	?	?	-9.7%	-0.4%	27.3%	-18.1%	?	-7.4%	?
